Screening data from PubChem.
FadD28 binding: blocks FadD28 binding to the bisubstrate probe | AID 588549 | 360,000 compounds, 0.22% hits | fluorescence polarization | inhibition, % at 12.5 µM; in the data active = inhibition above about 8.5%, passing the limit was not always enough; inconclusive = no clear call, values can overlap the other calls
Anthrax LF inh2: inhibitors of Bacillus anthracis lethal factor protease; 360,000 compounds, 0.12% hits; AID 588501; inhibition, % at 10 µM; multiplex microsphere protease cleavage assay, LF; also: plate controls were buffer without enzyme for full effect and enzyme alone for no effect
UGM FP inh: inhibitors of M. tuberculosis UDP-galactopyranose mutase | 320,000 compounds, 0.06% hits | inhibition, % at 10 µM | P9WIQ1 | purified UGM, fluorescence polarization probe displacement; in the data active = inhibition above about 10%, passing the limit was not always enough; inconclusive = no clear call, values can overlap the other calls
Target sequence (P9WIQ1 whole entry, looked up): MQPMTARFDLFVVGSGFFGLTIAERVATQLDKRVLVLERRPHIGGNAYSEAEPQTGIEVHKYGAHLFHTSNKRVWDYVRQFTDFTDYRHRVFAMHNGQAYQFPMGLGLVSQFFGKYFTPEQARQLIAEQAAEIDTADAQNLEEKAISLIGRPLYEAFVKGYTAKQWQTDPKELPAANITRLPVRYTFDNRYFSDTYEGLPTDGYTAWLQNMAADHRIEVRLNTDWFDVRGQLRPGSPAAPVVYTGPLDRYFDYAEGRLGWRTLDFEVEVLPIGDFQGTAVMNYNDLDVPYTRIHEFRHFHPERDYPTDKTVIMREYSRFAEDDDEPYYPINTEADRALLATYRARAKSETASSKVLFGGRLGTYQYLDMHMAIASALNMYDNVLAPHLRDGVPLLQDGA
PfHsp40 rescue: restores yeast growth despite PfHsp40 toxicity | S. cerevisiae expressing PfHsp40, growth rescue, ATP luminescence | growth rescue, % at 12.5 µM | 340,000 compounds, 0.68% hits | AID 504582; in the data active = growth rescue above about 28%, passing the limit was not always enough; inconclusive = no clear call, values can overlap the other calls;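 also: yeast W303a lacking pdr1 and pdr3 grown in galactose medium; growth measured after three days at 30 °C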
FBA Mtb inh: inhibitors of M. tuberculosis fructose-bisphosphate aldolase. purified M. tuberculosis FBA, fluorescence read-out. inhibition, % at 1 µM. P9WQA3. 360,000 compounds, 2.3% hits. AID 588726; in the data active = inhibition above about 27%;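 also: 0% = vehicle and 100% = reference inhibitor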
Target sequence (P9WQA3 whole entry, looked up): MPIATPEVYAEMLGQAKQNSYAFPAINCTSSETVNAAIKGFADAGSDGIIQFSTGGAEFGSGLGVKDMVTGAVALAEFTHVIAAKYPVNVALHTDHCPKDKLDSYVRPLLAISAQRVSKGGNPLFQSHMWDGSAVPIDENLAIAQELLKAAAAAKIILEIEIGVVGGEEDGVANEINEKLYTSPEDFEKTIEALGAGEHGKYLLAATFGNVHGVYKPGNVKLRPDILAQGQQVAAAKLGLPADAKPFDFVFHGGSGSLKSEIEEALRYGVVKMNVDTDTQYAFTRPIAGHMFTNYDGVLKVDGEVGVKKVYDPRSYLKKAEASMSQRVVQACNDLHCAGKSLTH
BoNT F protease: BoNT F light chain protease inhibition; inhibition, % at 10 µM; 360,000 compounds, 0.22% hits; Multiplex microsphere protease cleavage assay, flow cytometry; in the data active = inhibition above about 35%, passing the limit was not always enough; inconclusive = no clear call, values can overlap the other calls; also: plate controls were buffer without enzyme for full effect and enzyme alone for no effect
BoNT-A LC inh2: blocks Botulinum neurotoxin A light chain protease; 360,000 compounds, 0.17% hits; inhibition, % at 10 µM; multiplex microsphere protease substrate cleavage, flow cytometry; also: plate controls were buffer without enzyme for full effect and enzyme alone for no effect
BioA inh: blocks M. tuberculosis BioA enzyme activity. purified M. tuberculosis BioA enzyme, plate reader. inhibition, % at 9.99 µM. 360,000 compounds, 0.096% hits; in the data active = inhibition above about 40%; inconclusive = no clear call, values can overlap the other calls
GDH-TPI counter: GDH-TPI coupled enzyme inhibition counter-screen; GDH-TPI coupled enzyme counterscreen, NADH absorbance; inhibition, % at 4.8 µM; 360,000 compounds, 1.2% hits; AID 588335; in the data active = inhibition above about 30%;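 also: 0% = DMSO wells and 100% = wells lacking the enzyme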
* = called active by the depositor; ? = inconclusive; . = no result given; + = active, no number. Rule as the data show it, unless noted: active = inhibition above about 30%; inconclusive = no clear call, values can overlap the other calls; inactive = below that.

SMILES | FadD28 binding | Anthrax LF inh2 | UGM FP inh | PfHsp40 rescue | FBA Mtb inh | BoNT F protease | BoNT-A LC inh2 | BioA inh | GDH-TPI counter
CCN1CCN(c2ccc(NC(=O)c3cc(S(=O)(=O)N4CCCC4)ccc3Cl)cc2)CC1 | -0.6 | -38 | -0.6 | -1.4 | 2 | -50 | 2.9 | -0.1 | 7
CC12CCC(C(=O)Nc3ccc(SC(F)F)cc3)(CC1=O)C2(C)C (configuration not stated) | -5.7 | 0 | 2.5 | -0.3 | 0 | -1 | -0.4 | -1.6 | 19
C=CCn1c(SCC(=O)Nc2cccc(S(=O)(=O)N(C)c3ccccc3)c2)nnc1C1CC1 | -3.9 | -1 | -0.2 | 0.6 | 0 | 5 | -0.7 | 1.9 | -3
CN1CCN(S(=O)(=O)c2cccc(C(=O)N(C)C(c3ccccc3)c3ccccc3)c2)CC1 | -0.2 | -4 | -1.8 | -0.7 | -1 | 13 | 0.5 | . | 5
COc1ccc(/C=N/NC(=O)CCn2cnc3ccccc32)cc1 | 0.4 | -6 | -2.0 | -0.4 | -1 | 0 | -0.5 | 0.8 | 1
COc1ccc(-n2c(SCC(=O)NCc3ccco3)nnc2-c2c[nH]c3ccccc23)cc1 | -4.7 | 0 | -0.7 | 1.0 | -1 | -13 | -0.7 | 4.6 | -2
O=C(COC(=O)CC1CC2CCC1C2)Nc1ccc(Cl)c(S(=O)(=O)N2CCOCC2)c1 (configuration not stated) | 0.0 | 1 | -0.8 | 0.5 | 0 | -3 | 1.1 | -0.3 | -1
S=C(NCC1CCCO1)Nc1ccc(Cl)c(Cl)c1 (configuration not stated) | -6.1 | 0 | -0.2 | -0.5 | -1 | 1 | -0.3 | 1.2 | 2
CC(C)Oc1ccc(C2CC(=O)N(c3cccc(/C=C/C(=O)O)c3)C2=O)cc1 (configuration not stated) | -2.7 | -19 | 1.2 | -0.4 | 3 | 14 | -0.5 | -0.8 | -9
CCCN(CC1CC1)C(=S)Nc1ccc(C(C)=O)cc1 | -1.1 | -2 | -0.6 | -0.6 | -4 | -7 | -0.7 | 1.2 | 6
CCN(CC(N)=O)S(=O)(=O)c1ccc(Br)cc1 | -1.2 | -2 | 2.1 | -1.4 | 1 | -15 | -1.7 | -0.5 | 7
Cc1cnc(C(=O)OCC(=O)Nc2ccc(OCc3ccccc3)cc2)cn1 | -3.0 | -2 | 1.9 | 12 | -1 | -4 | -0.7 | -3.3 | 11
Cc1nn(CC(=O)N2CCCCC2)c(=O)c2nn(-c3ccccc3)c(C)c12 | 0.6 | 0 | 3.7 | -0.3 | 4 | -1 | 0.5 | -0.9 | 13
CCCn1nc([N+](=O)[O-])c(C(C#N)c2nc3ccccc3s2)c(Cl)c1=O (configuration not stated) | 26* | 0 | 0.5 | ? | -10 | -7 | -0.1 | 8.4 | 21
CCOC(=O)C(=O)NNc1ccccc1C | -3.5 | -1 | 0.0 | 3.8 | -5 | -2 | 0.4 | -0.8 | 10
Cc1cccc(N2C(=O)CC(n3ccnc3)C2=O)c1C (configuration not stated) | -2.8 | -7 | -0.9 | 0.7 | -3 | -8 | -0.3 | -0.9 | -14
Cc1ccc(C)c(CN2CCC(CNC(=O)CCc3nnc4ccc(N5CCCCC5)nn34)CC2)c1 | -0.7 | -4 | 0.7 | -0.1 | 0 | -4 | -1.1 | 0.8 | 6
Cc1onc(-c2ccccc2Cl)c1C(=O)Nc1nnc(-c2cccc([N+](=O)[O-])c2)s1 | -1.8 | 3 | -1.8 | 2.0 | 3 | -2 | 0.3 | 1.9 | 35*
CC(=O)Oc1cc2oc(=O)c3c(c2cc1Cl)CCC3 | -0.4 | -4 | 0.2 | 19 | + | -2 | -0.8 | -0.6 | 8
c1cnc2nc3c4ccccc4c4ccccc4c3nc2c1 | -1.3 | 13 | . | -0.8 | 6 | 14 | 16 | -1.6 | 15
N#Cc1ccsc1NC(=O)CCN1CCN(C(c2ccccc2)c2ccccc2)CC1 | 0.4 | 2 | 1.1 | 0.8 | 0 | -5 | -1.0 | -1.0 | 10
COCCn1c(SCC(=O)NCC2CCCO2)nc2c([nH]c3ccccc32)c1=O (configuration not stated) | 0.6 | -2 | -2.2 | -0.5 | 4 | 0 | 0.5 | -1.4 | 15
Cc1cccc(NC(=O)C2CCN(S(=O)(=O)c3cccc4cccnc34)CC2)c1 | -1.2 | 4 | 0.0 | -0.5 | 0 | -4 | -0.3 | -1.7 | 1
COc1ccc(S(=O)(=O)N2CCN(C(=O)c3cc4c(s3)CCC4)CC2)cc1 | -3.4 | -4 | -1.8 | 0.3 | -3 | 14 | 0.3 | 6.2 | 0
CC(C)[C@H](NC(=O)c1ccccc1)C(=O)Nc1cccc(S(=O)(=O)N2CCOCC2)c1 | -0.5 | -4 | -1.5 | -0.9 | 1 | -6 | -0.7 | 2.5 | 6
Cc1ccccc1Oc1ncnc(N)c1[N+](=O)[O-] | -1.2 | -1 | -2.6 | 0.4 | 0 | -5 | 0.4 | -0.9 | 13
CNC(=S)N1CCc2sccc2C1C (configuration not stated) | -0.8 | -1 | 1.2 | -0.5 | 2 | 0 | 0.0 | . | -2
N/C(=N\OS(=O)(=O)c1ccc(Cl)cc1)c1ccccn1 | -4.2 | -4 | . | -1.4 | 0 | 2 | -1.3 | . | -1
CCN(CC)C(=O)C(=O)c1cccn1-c1cccc(OC)c1C#N | -0.6 | -2 | 0.2 | 9.6 | -2 | -2 | 1.1 | 0.1 | 0
Cc1cc(C)cc(N(C(=O)c2snc(C(N)=O)c2N)C(C(=O)NCC2CCCO2)c2cccs2)c1 (configuration not stated) | -4.2 | -4 | 0.2 | 0.2 | 6 | -9 | 0.0 | . | 4

Reformatted: results already given.
molecule	FadD28 binding	Anthrax LF inh2	UGM FP inh	PfHsp40 rescue	FBA Mtb inh	BoNT F protease	BoNT-A LC inh2	BioA inh	GDH-TPI counter
N#Cc1ccsc1NC(=O)CCN1CCN(C(c2ccccc2)c2ccccc2)CC1	0.4	2	1.1	0.8	0	-5	-1.0	-1.0	10
COCCn1c(SCC(=O)NCC2CCCO2)nc2c([nH]c3ccccc32)c1=O (configuration not stated)	0.6	-2	-2.2	-0.5	4	0	0.5	-1.4	15
Cc1ccccc1Oc1ncnc(N)c1[N+](=O)[O-]	-1.2	-1	-2.6	0.4	0	-5	0.4	-0.9	13
CCN(CC)C(=O)C(=O)c1cccn1-c1cccc(OC)c1C#N	-0.6	-2	0.2	9.6	-2	-2	1.1	0.1	0
Cc1cccc(NC(=O)C2CCN(S(=O)(=O)c3cccc4cccnc34)CC2)c1	-1.2	4	0.0	-0.5	0	-4	-0.3	-1.7	1

Next section
SMILES | FadD28 binding | Anthrax LF inh2 | UGM FP inh | PfHsp40 rescue | FBA Mtb inh | BoNT F protease | BoNT-A LC inh2 | BioA inh | GDH-TPI counter
CCS(=O)(=O)c1nc(S(=O)(=O)c2ccc(C)cc2)c(N2CCC(O)CC2)s1 | -0.7 | -1 | 0.2 | 0.4 | 4 | 1 | 0.3 | 0.5 | 19
COc1ccc(NC(=O)Cn2cnc3c(oc4nc5c(cc43)COC(C)(C)C5)c2=O)cc1 | -0.8 | -2 | 0.1 | 1.2 | 1 | -1 | 0.1 | -0.1 | 0
CN1CCC[C@@H]1CCO[C@](C)(c1ccccc1)c1ccc(Cl)cc1 | -7.3 | -2 | . | -1.2 | -4 | -1 | 0.2 | ? | 8
CCCc1cc(=O)[nH]c(NCc2ccc(Cl)cc2)n1 | 0.9 | 3 | -1.2 | 0.2 | -1 | 5 | -0.9 | 1.2 | 4
Cc1nn(-c2ccccc2)c(C)c1C(=O)NCCc1ccc(Cl)cc1 | -7.1 | -2 | 0.0 | 1.2 | -1 | -3 | -4.2 | -1.6 | -5
Cc1cccc(CCNS(=O)(=O)c2ccc3c(c2)CCN3C(=O)CCC(=O)O)c1 | -0.5 | -6 | 0.2 | -0.8 | 7 | 9 | -0.8 | -0.4 | 6
Clc1ccc(CN(Cc2ccc(Cl)cc2)c2nn[nH]n2)cc1 | -0.3 | -1 | 0.2 | 0.3 | -2 | -11 | -1.3 | . | -6
O=Cc1cn(CC(=O)N2CCCCC2)c2ccccc12 | 0.5 | -2 | -0.6 | -0.2 | 1 | -1 | -0.2 | . | 6
Cc1ccc(S(=O)(=O)N2CCN(C(=O)C3=COCCO3)CC2)cc1C | -0.2 | -3 | -1.1 | -0.6 | 2 | -5 | -1.2 | 1.4 | 7
COc1cccc(Sc2ccccc2CN(C)C)c1 | -4.8 | -1 | -3.5 | -0.4 | 0 | 0 | 0.0 | 1.0 | -3
CCCCCCn1c(SCC(=O)OC)nc2c1c(=O)[nH]c(=O)n2C | 0.4 | -2 | 1.3 | 0.9 | 0 | -19 | -0.7 | 0.5 | -2
O=c1cc(-c2ccco2)oc2ccc(Cl)cc12 | 0.3 | . | . | 0.3 | 21 | . | . | -1.5 | 12
COc1cccc(CNS(=O)(=O)c2ccc(-n3cnnn3)c(C)c2)c1 | -1.2 | 2 | 0.1 | 0.8 | -2 | 19 | -0.1 | -2.0 | -15
C/C(=N\NC(=O)COc1c(C)cccc1C)c1cccs1 | -3.9 | -8 | 2.3 | -1.1 | 0 | -2 | -0.6 | . | -1
CC(=O)c1ccc(NC(=O)C(C)NCc2ccc(Cl)cc2)cc1 (configuration not stated) | -2.6 | -4 | 1.3 | -0.3 | 0 | 2 | -1.1 | . | 1
CCOC(=O)C1(Cc2ccccc2)CCN(C2Cc3ccccc3C2)CC1 | -3.2 | -5 | 0.0 | -0.7 | -3 | -6 | -0.2 | 0.7 | -13
Cc1cc(-c2ccccc2)nc(=O)[nH]1 | -1.1 | -1 | -2.9 | -0.6 | 1 | -8 | -1.0 | . | 5
CN(CC(=O)Nc1ccc(F)cc1)C(=O)CN1C(=O)NC2(CCCc3ccccc32)C1=O (configuration not stated) | -1.9 | -2 | 2.0 | 1.0 | -1 | 10 | 1.9 | -0.7 | 1
O=c1[nH]nc(-c2cccs2)c2ccccc12 | -2.2 | -2 | 4.9 | 0.7 | 0 | -5 | -1.2 | 0.1 | 1
COc1cc(/C=N/NC(=O)/C(=C/c2ccccc2)CCO)ccc1O | -3.3 | 2 | 2.4 | 1.4 | -1 | 9 | 1.1 | 0.9 | 39*

Just BioA inh, for some of the entries so far:
SMILES	BioA inh
CCN(CC(N)=O)S(=O)(=O)c1ccc(Br)cc1	-0.5
Cc1cnc(C(=O)OCC(=O)Nc2ccc(OCc3ccccc3)cc2)cn1	-3.3

Other structures follow.
SMILES | FadD28 binding | Anthrax LF inh2 | UGM FP inh | PfHsp40 rescue | FBA Mtb inh | BoNT F protease | BoNT-A LC inh2 | BioA inh | GDH-TPI counter
CCC1Oc2ccc(C)cc2N(CC(=O)N(Cc2cccnc2)Cc2ccc(C)o2)C1=O (configuration not stated) | -1.6 | -2 | -1.0 | 1.3 | 3 | -5 | -0.7 | 4.9 | 12
CCc1[nH]nc2c1C(c1ccncc1)C(C#N)=C(N)O2 (configuration not stated) | -2.3 | 1 | 3.8 | -0.7 | -6 | 2 | -0.6 | 0.9 | 4
NN=C(c1ccccc1)c1ccccc1 | -1.5 | . | -1.7 | . | 0 | . | . | -0.7 | 14
CCOC(=O)C(CC(=O)c1ccccc1)CC(=O)c1ccccc1 | -3.5 | -2 | 2.6 | 1.0 | 0 | 13 | 0.4 | -0.5 | -9
O=[N+]([O-])c1ccc(C(O)CN2CCN(c3ccccc3)CC2)cc1 (configuration not stated) | 0.9 | 5 | -2.7 | . | 1 | 22 | -1.6 | 6.7 | 0
CCOc1cccc(-c2c(C(=O)N/N=C/c3ccc(C)o3)nnn2-c2nonc2N)c1 | -9.7 | -1 | -1.7 | -0.2 | -3 | 2 | 0.8 | 0.1 | 24
N=c1n(N)c2ccccc2n1CC(=O)c1ccc(Br)cc1 | -2.6 | -13 | 0.0 | 1.2 | 1 | -11 | -0.5 | -0.7 | 0
COc1ccc(OC)c(NC(=O)C2(C)CCN2Cc2ccc(SC)cc2)c1 (configuration not stated) | -0.6 | -11 | . | . | 1 | -2 | -0.4 | -0.2 | 0
CCOC(=O)c1c(NC(C)=O)sc2c(OCC(O)CN(CC)CC)c(Br)ccc12 (configuration not stated) | -1.3 | -2 | -5.3 | -1.5 | 7 | -5 | -0.4 | 2.2 | -1
